# Compound activity (PubChem BioAssay)
# esBAF inh = blocks esBAF chromatin remodeling in mouse ES cells. Bmi1-luciferase knock-in reporter, 24 h; 100% = twice the neutral-well signal. reporter increase, % at 12.5 µM. hit rate 2% among 350,000; in the data active = activation above about 40%;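 also: 0% = median of the plate's neutral control wells and 100% = double that signal; a rise in the Bmi1 reporter signal indicates esBAF inhibition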
# PglD DTNB = blocks C. jejuni PglD acetyltransferase activity. AID 602405. hit rate 0.098% among 360,000. inhibition, % at 12.5 µM. purified PglD enzyme, DTNB colorimetric CoA detection; in the data active = inhibition above about 16%, passing the limit was not always enough; also: strong numbers were not always called active
# ARNT TACC3 PPI = disrupts binding between human ARNT and TACC3 | Q9Y6A5 | AlphaScreen His-ARNT PAS-B/GST-TACC3 binding, luminescence; TACC3 fragment carries E629A point mutation | inhibition, % at 9.99 µM | hit rate 0.66% among 390,000;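 active = mean inhibition of replicates at least 50% and at least half of replicates each reaching 50%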;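 also: 0% = complete ARNT plus TACC3 wells and 100% = ARNT alone without TACC3; many hits fall short of the cut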
# E-sel inducer = E-selectin induction on HUVECs; HUVEC E-selectin immunofluorescence imaging; normalized: neutral wells 0, TNF-alpha wells 100; activation, % at 7.58 µM; hit rate 0.37% among 260,000;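 active = mean E-selectin-positive cell signal at least 10% of the positive control, reached in at least 60% of replicates, without over 20% cell loss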;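 also: in these data hits start at about 27%; measured in HUVEC primary endothelial cells; signal is the percent of cells scored E-selectin positive by PE staining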
#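 Test system – human umbilical vein endothelial cells (HUVEC), E-selectin induction · Input – 3,000 HUVEC seeded per well · Buffer or medium – EGM-2, gelatin · Compound dosing – single-point compound dose · Detection – immunofluorescence imaging · Measure – percent E-selectin-positive cells · Controls – TNF-alpha high, DMSO low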
# ERp5 block = inhibitors of human ERp5; Q15084; ERp5 insulin aggregation, absorbance 650 nm, 90 min; inhibition, % at 9.99 µM; hit rate 0.05% among 350,000; AID 651711;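 active = mean replicate inhibition above about 25%, with every replicate also reaching it, limit read from the data, passing the limit was not always enough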
# RAD52 anneal inh = inhibitors of human RAD52 DNA annealing; inhibition, % at 18.7 µM; recombinant RAD52 DNA annealing, FRET fluorescence; hit rate 0.46% among 360,000; AID 651710; P43351;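 active = every replicate showing at least 50% inhibition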
# Casp6 inh = inhibitors of human caspase-6. P55212. purified caspase-6, Z-VEID-R110 cleavage fluorescence. inhibition, % at 12.5 µM. hit rate 0.53% among 350,000. AID 686996;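 active = mean inhibition across replicates at least about 35%, with every replicate also reaching that limit, limit read from the data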;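 also: 0% = median of neutral control wells and 100% = no fluorescence left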
# Target sequence (P55212 24-179 limits assumed): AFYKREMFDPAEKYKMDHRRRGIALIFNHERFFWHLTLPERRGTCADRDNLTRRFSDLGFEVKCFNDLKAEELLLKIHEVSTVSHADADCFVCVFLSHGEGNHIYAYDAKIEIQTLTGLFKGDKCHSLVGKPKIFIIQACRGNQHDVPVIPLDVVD
# Target sequence (P55212 194-293 limits assumed): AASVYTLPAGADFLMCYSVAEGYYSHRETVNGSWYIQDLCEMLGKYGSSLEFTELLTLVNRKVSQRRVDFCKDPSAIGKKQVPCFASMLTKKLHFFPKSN
# RAD54 inh = blocks human RAD54 Holliday junction branch migration | FAM/BHQ fluorescence | inhibition, % at 10.4 µM | hit rate 0.14% among 360,000 | Q92698;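 active = mean normalized replicate activity at least 40 and at least half of replicates scoring 40 or more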;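 also: 0% = median of neutral control wells and 100% = median of positive control wells; inhibitors cause a drop in the FAM fluorescence signal; in these data hits start at about 50%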
# Target sequence (Q92698 whole entry, looked up): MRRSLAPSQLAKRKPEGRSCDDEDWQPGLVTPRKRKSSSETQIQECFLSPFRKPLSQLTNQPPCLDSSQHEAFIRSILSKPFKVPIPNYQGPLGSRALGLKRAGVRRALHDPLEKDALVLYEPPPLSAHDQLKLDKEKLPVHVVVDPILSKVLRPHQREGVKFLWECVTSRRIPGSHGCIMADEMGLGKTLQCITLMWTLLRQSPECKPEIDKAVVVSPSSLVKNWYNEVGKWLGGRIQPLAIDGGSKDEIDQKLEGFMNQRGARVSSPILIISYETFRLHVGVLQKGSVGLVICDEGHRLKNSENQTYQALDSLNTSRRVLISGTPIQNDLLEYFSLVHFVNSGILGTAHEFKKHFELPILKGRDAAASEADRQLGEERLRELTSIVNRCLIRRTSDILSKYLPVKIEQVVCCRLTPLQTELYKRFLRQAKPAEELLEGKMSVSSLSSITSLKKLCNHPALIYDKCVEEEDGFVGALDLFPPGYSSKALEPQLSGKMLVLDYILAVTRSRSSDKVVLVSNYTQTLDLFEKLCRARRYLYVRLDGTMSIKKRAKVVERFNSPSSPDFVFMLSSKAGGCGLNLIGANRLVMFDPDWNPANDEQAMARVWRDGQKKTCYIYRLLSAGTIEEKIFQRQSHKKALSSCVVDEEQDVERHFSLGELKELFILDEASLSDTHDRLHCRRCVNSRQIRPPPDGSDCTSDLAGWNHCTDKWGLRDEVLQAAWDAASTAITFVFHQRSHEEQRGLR
# Starred values were filed as active, the others as inactive; nt = no result given.
SMILES,esBAF inh,PglD DTNB,ARNT TACC3 PPI,E-sel inducer,ERp5 block,RAD52 anneal inh,Casp6 inh,RAD54 inh
COc1ccccc1N(CC(=O)NCCSCc1cccc(C)c1)S(=O)(=O)c1ccccc1,4.4,1.9,2.8,nt,0.3,-6.3,-1.4,9.6
O=C(C1CC1)N1CCc2cc(Br)cc(S(=O)(=O)NCCCN3CCCCC3)c21,-6.1,-1.6,-0.8,nt,1.7,-17.4,-17.0,-11.5
CCC(=O)NCCc1nc2ccccc2n1Cc1ccc(C)cc1,7.7,-8.4,3.7,nt,nt,nt,nt,-4.2
C[C@@H]1CN([C@@H](C)CO)C(=O)c2cc(NC(=O)Cn3cnnn3)ccc2O[C@H]1CN(C)C(=O)Nc1ccc(F)cc1,4.8,-0.9,-13.5,0.0,0.1,-14.6,1.6,-20.0
Cc1csc2nc(O)c(C(=O)NCCN3CCOCC3)c(=O)n12,-1.6,-1.1,-1.4,-0.4,-5.6,-8.6,0.2,6.8
CC(C)C#Cc1cnc2c(c1)C(=O)N([C@@H](C)CO)C[C@H](C)[C@H](CN(C)C(=O)Nc1cc(F)ccc1F)O2,-3.2,1.9,3.0,0.4,-2.8,4.1,0.9,-5.3
Cc1ccc(Sc2c(C)nn(C(=O)c3cccc(S(=O)(=O)N4CCOCC4)c3)c2C)cc1,4.3,-0.4,-5.0,nt,nt,nt,nt,-5.0
Cc1cc(C)n(-c2nc3c(c(=O)[nH]c(=O)n3C)n2CC(O)COc2ccc(Cl)cc2Cl)n1 (centres undefined),-2.0,-2.5,-9.1,nt,nt,nt,nt,-27.0
CC(C)c1ccc(C(=O)CN2C(=O)NC3(CCc4ccccc43)C2=O)cc1 (centres undefined),-5.3,-1.0,20.4,4.5,-2.0,-6.8,1.1,-6.3
O=C(COC(=O)C1=COCCO1)Nc1ccc(Oc2ccccc2)cc1,13.7,5.1,-5.8,nt,nt,nt,nt,-3.1
O=C(NCc1cccnc1)c1cnc2ccccc2n1,-4.5,nt,1.9,nt,-3.2,-11.3,0.9,nt
O=C(Nc1ccccc1C(=O)NCCCN1CCOCC1)c1ccc(F)cc1,1.7,1.1,-11.0,-0.4,1.1,-7.2,0.5,3.4
C[C@H](CO)N1C[C@H](C)[C@H](CN(C)C(=O)Nc2ccc(F)cc2)Oc2ccc(NS(=O)(=O)c3cn(C)cn3)cc2CC1=O,4.2,1.8,-2.2,-0.1,4.7,2.7,0.3,-1.8
CCC(=O)N=c1sc2c(C)cc(C)cc2n1CC(=O)OC,-4.9,-4.3,nt,0.1,-1.8,0.5,-0.2,0.0
CCOC(=O)c1ccc(NC(=S)NN2CCN(C)CC2)cc1,nt,nt,nt,2.8,5.2,-5.5,-11.4,nt
O=C(C1CCCCC1)N1CCC(c2nc3c(nnn3Cc3ccccc3Cl)c(=O)[nH]2)CC1,nt,0.2,-13.4,8.0,6.1,-7.9,4.0,3.3
O=C(C[C@H]1CC[C@@H](NC(=O)C2CCC2)[C@H](CO)O1)Nc1nccs1,-1.2,-3.0,-8.0,-0.6,0.1,7.4,0.7,5.8
COc1ccc(S(=O)(=O)N(CC(C)C)C2CCS(=O)(=O)C2)cc1OC (centres undefined),nt,0.9,-0.5,nt,-2.0,-8.4,-3.2,-9.8
CCCCCC(=O)N1C[C@@H](n2cc(C3CC3)nn2)[C@H](O)C[C@@H]1c1ccc(OC)cc1,-9.2,3.2,nt,-0.1,1.9,-5.7,-1.9,-8.2
S=C(Nc1ccccc1Oc1ccccc1)NC1CCCC1,-6.9,-2.6,-0.5,-0.8,-1.5,0.9,-1.7,-3.9
CS(=O)(=O)c1ccccc1C(=O)NC1CCCc2ccccc21 (centres undefined),nt,nt,-17.6,nt,2.3,-12.9,1.2,nt
O=[N+]([O-])c1cc(Cl)ccc1N1CCCC1,-3.8,0.2,-2.5,nt,-6.2,-7.8,-1.9,4.3
CNc1oc(-c2cccs2)nc1S(=O)(=O)c1ccccc1,nt,nt,13.4,2.1,3.8,-8.3,2.3,nt
CC(C)(C)NS(=O)(=O)c1ccc(NC(=O)NC2CCCCC2)cc1,3.8,9.6,13.8,nt,nt,nt,nt,2.1

# Record cards, from the list above. Order of screens: esBAF inh	PglD DTNB	ARNT TACC3 PPI	E-sel inducer	ERp5 block	RAD52 anneal inh	Casp6 inh	RAD54 inh
# CCOC(=O)c1ccc(NC(=S)NN2CCN(C)CC2)cc1 as listed: nt	nt	nt	2.8	5.2	-5.5	-11.4	nt
# O=C(C[C@H]1CC[C@@H](NC(=O)C2CCC2)[C@H](CO)O1)Nc1nccs1 as listed: -1.2	-3.0	-8.0	-0.6	0.1	7.4	0.7	5.8
# O=C(C1CCCCC1)N1CCC(c2nc3c(nnn3Cc3ccccc3Cl)c(=O)[nH]2)CC1 as listed: nt	0.2	-13.4	8.0	6.1	-7.9	4.0	3.3

# The results go on:
SMILES,esBAF inh,PglD DTNB,ARNT TACC3 PPI,E-sel inducer,ERp5 block,RAD52 anneal inh,Casp6 inh,RAD54 inh
Cc1ccc(NC(=O)C2CC=CCC2C(=O)N2CCCCC2)cc1 (centres undefined),-1.9,-2.1,-1.3,nt,nt,nt,nt,-9.3
COc1ccc(N2C(=O)CC(N3CCN(C(=O)c4ccco4)CC3)C2=O)cc1 (centres undefined),-1.2,nt,6.8,nt,5.5,-20.2,-1.9,nt
COc1ccc(C(=O)N2CCCC2(C)C(=O)NCC(C)C)cc1C(F)(F)F (centres undefined),-0.1,-2.3,nt,0.3,-1.5,-19.3,0.9,7.9
COc1ccc2c3c([nH]c2c1)[C@H](CO)N(C(C)=O)CC31CN(S(=O)(=O)c2cccs2)C1,nt,nt,nt,-0.1,0.5,-6.3,5.3,nt
CCn1c(=O)c(C(=O)NNC(=O)c2ccccc2)c(O)c2ccccc21,5.8,3.2,7.8,nt,0.7,-8.3,2.0,-5.0
O=c1c2ccccc2[nH]c(=S)n1CCCN1CCC(Cc2ccccc2)CC1,-1.9,-0.7,20.9,1.1,-0.3,-31.0,1.3,-5.9
CCC(C(=O)O/N=C(\N)c1ccc(Cl)cc1)c1ccccc1 (centres undefined),2.4,1.3,-11.2,nt,nt,nt,nt,-12.2
O=C1CN(C(=O)c2ccccc2F)C(c2ccccc2)c2cc(Cl)ccc2N1 (centres undefined),-3.0,7.1,-0.8,-1.7,0.6,12.5,-1.0,-0.7
C/C(=N\NC(=O)c1nnn(-c2nonc2N)c1C(C)C)c1ccncc1,5.5,1.7,9.7,nt,1.8,18.5,-5.5,-10.3
O=C(O)CN1CCN(Cc2cccc(Cl)c2)C1=O,2.2,10.4,-3.0,nt,-2.3,-11.2,-5.0,5.7
O=C(NCCCN1CCOCC1)c1cc(-c2ccc(Cl)c(Cl)c2)on1,-1.7,2.5,-9.5,nt,3.6,-4.5,-2.0,-10.6
CCOC(=O)c1[nH]c2ccc(F)cc2c1NC(=O)Nc1ccccc1OC,-5.3,-5.2,-5.0,nt,nt,nt,nt,-5.4
O=C(Nc1ccc2c(c1)OCO2)c1cc(C2CCCCN2S(=O)(=O)c2ccccc2)on1 (centres undefined),16.4,nt,nt,0.1,1.7,1.0,1.7,-1.7
CC(C)Oc1ccc(C(=O)Nc2cc(=O)n(C)c(=O)n2C)cc1,10.0,-2.4,-6.7,-0.1,2.1,-6.8,-1.3,3.5
CC1=NN(C(=O)c2ccc(Br)cc2)C(O)(c2ccccc2)C1 (centres undefined),-1.4,7.8,8.8,-0.1,1.3,-8.3,16.0,2.7
Cc1nc2ccccc2c(=O)n1NC(=O)C1CCC(C(C)(C)C)CC1 (centres undefined),nt,nt,-3.0,-0.2,2.2,-17.4,1.3,nt
CC(C)NC(=O)Nc1ccc2c(c1)CC(=O)N([C@H](C)CO)C[C@H](C)[C@@H](CN(C)C(=O)Nc1ccc3c(c1)OCO3)O2,0.1,4.7,8.6,-0.1,-2.0,13.5,nt,3.2
O=C(Nc1cccc(F)c1)N1CC(=O)N2[C@@H](CO)[C@@H](c3ccc(C#Cc4cccnc4)cc3)[C@@H]2C1,nt,nt,nt,17.8,0.8,-16.1,-1.1,nt
COc1ccc(C(=O)CSc2nnc(-c3ccc(S(=O)(=O)N4CCOCC4)cc3)o2)cc1,-1.9,-3.1,-2.1,nt,nt,nt,nt,2.2
O=C(C[C@H]1C[C@H](C(=O)N2CCOCC2)[C@@]2(CCC3CCCC3)c3[nH]c4ccc(Cl)cc4c3CCN2C1=O)NCc1ccco1,14.3,3.0,-7.2,0.5,4.4,-24.2,1.5,0.0
O=C1C(Nc2ccccc2)=C/C(=N/S(=O)(=O)c2cccs2)c2ccccc21,21.3,-9.4,-5.9,nt,nt,nt,nt,-3.5
Cc1ccc(CSc2nc3ccccc3cc2C=O)cc1,6.1,-0.3,-2.9,nt,nt,nt,nt,3.0
COCCNC(=O)C[C@@H]1C=C[C@@H](NC(=O)NC2CCCC2)[C@@H](CO)O1,-1.3,-1.0,-14.5,0.0,-4.8,-21.8,-2.4,0.1
Cc1cc(NC(=O)/C=C/c2ccco2)ccc1NC(=O)c1ccccc1,12.6,-8.1,-0.7,nt,-33.6,-4.4,-4.1,-7.3
COCCNC(=O)C[C@@H]1CC[C@@H]2[C@H](COC[C@@H](O)CN2C(=O)Nc2ccccc2OC)O1,-4.5,2.6,-1.4,-0.1,0.3,-4.9,1.0,3.0
CCNC(=O)C[C@H]1CC[C@@H]2[C@H](COc3ccc(NC(=O)Nc4ccccc4C)cc3C(=O)N2C)O1,0.3,-2.8,-8.3,0.9,-0.6,20.9,-3.8,5.1
O=C(CCSCc1ccc(Cl)cc1)NCCC1=CCCCC1,nt,nt,-2.6,nt,-2.0,-6.3,-2.2,nt
COc1ccc(/C=N/NC(=O)c2ccc3c(c2)OCO3)c(C(=O)O)c1OC,5.4,-0.3,1.2,nt,-2.1,-57.3,0.3,-0.1
CC(=O)Nc1ccc(NC(=O)C/C(C)=N/NC(=O)C(=O)Nc2ccc(C)c(Cl)c2)cc1,nt,1.4,-3.1,6.5,2.7,-10.7,-0.7,1.3
O=C(Nc1ccc2c(c1)OCCO2)C(C1CC1)n1c(=O)c(-c2cc3ccccc3[nH]2)nc2ccccc21 (centres undefined),nt,nt,nt,0.2,-6.8,-43.1,-1.0,nt
Cc1ccc(CNC(=O)C2C3C=CC4(CN(Cc5cccnc5)C(=O)C24)O3)cc1 (centres undefined),1.6,-1.5,3.2,nt,nt,nt,nt,0.3
C[C@H]1CN([C@@H](C)CO)C(=O)c2cc(C#CC3(O)CCCC3)cnc2O[C@@H]1CN(C)C(=O)CC1CC1,6.9,-2.9,-3.8,1.5,-5.8,5.3,-0.1,4.0
Cc1ccc(NC(=O)CC2SC(=O)N(c3ccccc3)C2=O)cc1 (centres undefined),nt,-1.5,nt,nt,8.6,-33.6,0.9,5.5
COc1ccc2cc1Oc1ccc(cc1)C[C@H]1c3c(cc(OC)c4c3Oc3c(ccc5c3[C@H](C2)N(C)CC5)O4)CCN1C,-78.2,2.4,20.2,nt,nt,nt,nt,74.4*
O=C(NCc1ccccc1F)[C@H]1[C@H](CO)[C@H]2Cn3c(cccc3=O)[C@H]2N1C(=O)CC1CC1,1.8,4.6,-9.5,0.0,1.2,1.9,1.1,-8.9
Cc1cc(C(=O)N/N=C/c2cc([N+](=O)[O-])cc(C)c2O)n[nH]1,nt,nt,64.3*,nt,-6.8,1.8,0.3,nt
Cc1cn2nc(N)c3ccccc3c2n1,-0.8,-2.9,12.7,nt,nt,nt,nt,4.4
CNC(=S)NNC(=O)Cc1ccc(OC)c(OC)c1,-8.5,-3.3,1.2,nt,nt,nt,nt,0.9
COc1ccccc1C(=O)Nc1ccc(-c2nnc(SCC(=O)O)n2C)cc1,-10.1,3.6,-18.4,nt,nt,nt,nt,-8.8
Cc1ccc(C(=O)N2CCCc3ccccc32)c(F)c1F,11.8,2.1,-6.6,nt,4.0,-19.1,-2.4,-9.2
COC(=O)[C@@H]1C(c2ccccc2)(c2ccccc2)[C@@]1(C)C(=O)OC,nt,nt,32.0,0.1,-1.1,-8.7,2.4,nt
